Mito fusion act = qHTS Assay for Small Molecule Inhibitors of Mitochondrial Division or Activators of Mitochondrial Fusion. Potency, µM (top dose mostly 46.1 µM), without a hit: at the top dose growth rescue (activation), actives largely listed as activators. S. cerevisiae fusion-defective mutant growth rescue, CellTiterGlo 48 h. 320,000 compounds, 0.23% hits;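 further: potency means the concentration at half of the fitted maximal effect; % of control where 0% means no effect; nearly all actives have a fitted effect of over 45% in size; temperature-sensitive fusion mutants such as fzo1-1 at 37 °C on non-fermentable ethanol glycerol medium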
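Read-out: ATP-based luminescence (CellTiterGlo, 10 min ambient) reporting growth of fusion-defective ts yeast after 48 hours at 37C on glycerol/ethanol YPEG medium in the presence of compound.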
TSHR antagonist = Antagonists of the Thyroid Stimulating Hormone Receptor: HTS campaign; Thyrotropin receptor (Homo sapiens), P16473; activity change, negative = inhibition, % at 11.5 µM; 330,000 compounds, 0.2% hits; TSHR-expressing cells, TSH-stimulated cAMP HTRF, 2 h; active compounds read low;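 active means activity change below a set negative limit, meaning inhibition stronger than a set level, cut at about -70% in these data; inconclusive means activity change between two set negative limits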; further: on the % scale 0 is the no-effect control and ±100 the full control effect
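Inhibition of cAMP made by TSHR-expressing cells under TSH stimulation (4nM final, EC80; 2 h, 37 deg C) is quantified with a one-step lysis HTRF kit, anti-cAMP cryptate versus cAMP-d2.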
MBNL1 CUG block = qHTS Assay for Inhibitors of MBNL1-poly(CUG) RNA binding; Muscleblind-like protein 1 (Homo sapiens), Q9NR56; TR-FRET MBNL1-His/biotin-(CUG)12 binding, 665/545 ratio; Potency, µM (highest dose often 57.5 µM), for the others: at the top dose activity change, negative = inhibition, usual class: inhibitors; 280,000 compounds, 0.036% hits; AID 2675, 2010; active means well fitted inhibition curve with a large enough effect in the signal ratio, with a control signal flat, not every such curve was filed as active; inconclusive means small, poorly fitted or top-dose-only effect, or effect the other way, or a change in a side signal; inactive means no such curve, though single readings can be large or run the other way; the % refers to the signal ratio; further: potency means the concentration at half of the fitted maximal effect; on the % scale 0 is the no-effect control and ±100 the full control effect
Target sequence (Q9NR56 whole entry, looked up): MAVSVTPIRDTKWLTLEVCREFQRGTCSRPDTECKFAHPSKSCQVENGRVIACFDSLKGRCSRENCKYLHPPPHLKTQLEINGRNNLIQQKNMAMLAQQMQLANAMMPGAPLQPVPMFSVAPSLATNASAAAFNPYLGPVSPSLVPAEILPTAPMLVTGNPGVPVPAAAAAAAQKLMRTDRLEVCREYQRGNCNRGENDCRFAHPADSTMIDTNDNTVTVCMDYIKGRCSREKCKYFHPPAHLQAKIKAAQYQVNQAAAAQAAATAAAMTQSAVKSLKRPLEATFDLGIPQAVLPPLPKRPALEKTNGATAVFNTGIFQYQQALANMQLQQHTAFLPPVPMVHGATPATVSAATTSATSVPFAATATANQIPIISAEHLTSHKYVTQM
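His-tagged MBNL1 binding to biotinylated (CUG)12 RNA was measured by TR-FRET using terbium anti-His antibody (0.055 ng/ul final) and streptavidin-XL665 (5 nM final). Compounds were titrated 92 nM to 58 uM; 60 min at room temperature.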
Menin MLL FP TR = qHTS Assay for Inhibitors Targeting the Menin-MLL Interaction in MLL Related Leukemias: Competition With Texas Red Labeled MLL-derived Mutant Peptide; Menin + Texas Red MLL mutant peptide, fluorescence polarization; Potency, µM (titrated, usually from 61.6 µM), without a hit: at the top dose FP activity change, negative = inhibition, most hits filed as inhibitors; 270,000 compounds, 0.23% hits; AID 1768, 2009; active means well fitted inhibition curve with a large enough effect in the polarisation, with a control signal flat, not every such curve was filed as active; inconclusive means small, poorly fitted or top-dose-only effect, or effect the other way, or a change in a side signal; inactive means no such curve, though single readings can be large or run the other way; the % refers to the polarisation; further: potency means the concentration at half of the fitted maximal effect; % of control where 0% means no effect; many of its hits are not listed in these tables
TCR act = Activators of T cell receptors: qHTS campaign; primary human leukocytes, anti-CD3, IL-2 HTRF, 48 h; Potency, µM (series often up to 9.22 µM), for the others: top-dose activation of IL-2 secretion, most hits filed as activators; 330,000 tested, under 10 active; AID 504894, 2011; further: % of control where 0% means no effect
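48 hr co-incubation of compounds, a-CD3 beads and primary human leukocytes; IL-2 quantified homogeneously by HTRF with anti-IL-2 K and d2 conjugates.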
S-ASM inh = Inhibitors of Secretory Acid Sphingomyelinase (S-ASM): qHTS; Sphingomyelin phosphodiesterase (Homo sapiens), P17405; placental ASM, HMU-PC fluorogenic substrate, 60 min; Potency, µM (top dose mostly 57.5 µM), inactives show at the highest dose activity change, negative = inhibition, actives largely listed as inhibitors; 340,000 compounds, 0.006% hits; further: potency means the concentration at half of the fitted maximal effect
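Steps: dispense placental human ASM, pin compound, wait 10 min at room temperature, add HMU-PC0 substrate at 9 uM final, incubate 60 min at 37 °C, add stop solution raising pH to 10, read fluorescence.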
CXXC DNA block = qHTS Fluorescence Polarization Assay for Inhibitors of MLL CXXC domain - DNA interaction. Histone-lysine N-methyltransferase 2A (Homo sapiens), Q03164. MLL-CXXC / FITC-HOXA9 DNA fluorescence polarization. Potency, µM (series often up to 115 µM), for inactives: top-dose activity change, negative = inhibition, most hits filed as inhibitors. 290,000 compounds, 0.037% hits. AID 2662, 2010; active means well fitted inhibition curve with a large enough effect in the polarisation, with a control signal flat, not every such curve was filed as active; inconclusive means small, poorly fitted or top-dose-only effect, or effect the other way, or a change in a side signal; inactive means no such curve, though single readings can be large or run the other way; the % refers to the polarisation; further: potency means the concentration at half of the fitted maximal effect
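Steps: dispense CXXC domain solution (7 uM) → pin compounds or unlabeled HOX-A9 DNA control → 5 min ambient → add FLSN-HOX-A9 solution (50 nM) → spin → 30 min ambient → fluorescence polarization. Tris pH 7.5/NaCl/DTT/BSA buffer.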
PTAP TSG101 blk = qHTS Assay for Iinhibitors of HIV-1 Budding by Blocking the Interaction of PTAP/TSG101. Tumor susceptibility gene 101 protein (Homo sapiens), Q99816. Fluorescence polarization, FITC-PTAP peptide / Tsg101 binding. Potency, µM (highest dose often 115 µM), for inactives: at the highest dose activity change, negative = inhibition, usual class: inhibitors. 340,000 tested, under 10 active. AID 493005, 2010; active means well fitted inhibition curve with a large enough effect in the main read-out, with a control signal flat, not every such curve was filed as active; inconclusive means small, poorly fitted or top-dose-only effect, or effect the other way, or a change in a side signal; inactive means no such curve, though single readings can be large or run the other way; further: potency means the concentration at half of the fitted maximal effect; % of control where 0% means no effect
Target sequence (Q99816 whole entry, looked up): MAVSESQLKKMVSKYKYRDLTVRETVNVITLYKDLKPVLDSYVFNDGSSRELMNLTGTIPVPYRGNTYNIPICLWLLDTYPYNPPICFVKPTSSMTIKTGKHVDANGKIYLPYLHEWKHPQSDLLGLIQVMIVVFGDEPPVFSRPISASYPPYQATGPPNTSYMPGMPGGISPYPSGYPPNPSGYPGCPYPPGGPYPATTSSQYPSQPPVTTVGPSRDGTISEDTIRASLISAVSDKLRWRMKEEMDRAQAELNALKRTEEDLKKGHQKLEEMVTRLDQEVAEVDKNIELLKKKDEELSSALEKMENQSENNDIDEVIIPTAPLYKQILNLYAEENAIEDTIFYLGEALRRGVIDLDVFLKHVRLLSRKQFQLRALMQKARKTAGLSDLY
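FP read-out: FITC-PTAP peptide, 50 nM final, binding Tsg101 binding domain, 10 uM final; 20 min, r.t.; 10 mM HEPES pH 7.5, 0.15 M NaCl, 0.01% Tween 20, 3 mM EDTA, 0.1 mM TCEP.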
A-T KAP1 phos = qHTS Assay for Identifying a Potential Treatment of Ataxia-Telangiectasia; […] A-T fibroblasts, KAP-1 phosphorylation AlphaLISA; neocarzinostatin DNA damage 30 min before lysis; Potency, µM (top dose mostly 57.5 µM), for inactives: at the highest dose activation, hits mostly activators; AID 485349, 2010; 320,000 compounds, 0.19% hits; further: potency means the concentration at half of the fitted maximal effect; % of control where 0% means no effect; nearly all actives have a fitted effect of over 45% in size
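hTERT-immortalized A-T patient fibroblasts ([…]), 500 cells/well in OPTI-MEM, 1% FBS, got compounds for 60 min, then NCS for 30 min at 37C. Lysates were then assayed for phospho-KAP-1 by AlphaLISA (anti-pKAP1 donor, anti-KAP1 acceptor beads), 6 hr at 25C.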
Integrin act MD = qHTS for Activators of Integrin-Mediated Alleviation for Muscular Dystrophy; alpha7betagal myoblasts, beta-gal FDG fluorescence, 48 h; Potency, µM (series often up to 38.3 µM), for the others: at the highest dose activation, most hits filed as activators; 350,000 compounds, 0.064% hits; AID 624291, 2012;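 further: potency means the concentration at half of the fitted maximal effect; 100% = response of the positive control SU9516; nearly all actives have a fitted effect of over 60% in size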
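alpha7betagal+/- myoblasts (passage 13, 250/well) treated 48 h at 37C with compounds at 1:260 dilution of DMSO stock. Lysed, then beta-galactosidase activity read as FDG fluorescence (ex 480/em 540) after 30 min, with pre-read for autofluorescence.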
* = called active by the depositor; ? = inconclusive; / = not tested or not shown; [ ] = remark or other dose. Unless noted, the call rests on the fitted dose curve; in most records, active means well fitted curve in the direction sought with a large enough effect; inconclusive means small, poorly fitted or top-dose-only effect, or another doubt; inactive means no such curve, though single readings can be large; an effect the other way counts as inactive or inconclusive. Only part of the results is shown; the hit share may differ from the screen's.

SMILES	Mito fusion act	TSHR antagonist	MBNL1 CUG block	Menin MLL FP TR	TCR act	S-ASM inh	CXXC DNA block	PTAP TSG101 blk	A-T KAP1 phos	Integrin act MD
CCCCn1nc(C(=O)N(C)CC(=O)Nc2ccc(F)c(F)c2F)ccc1=O	/	/	/	/	-2%	4%	/	-1%	3%	-14%
CN(C(=O)COC(=O)CN1C(=O)C2CC=CCC2C1=O)c1ccccc1 (stereo not drawn)	-7%	-4	/	/	0%	/	/	-3%	0%	-3%
Cc1ccc(S(=O)(=O)c2ccccc2)cc1S(=O)(=O)N1CCOCC1	3%	0	2%	2%	4%[46.1 µM]	2%	20%	-6%	3%	9%
Cc1ccc[n+](CC(=O)Nc2cccc(Cl)c2)c1	-5%	-7	-10%	-8%	-6%	-2%	1%	1%	13%	-15%
CCOC(=O)Cn1nnnc1CN(CCc1ccccc1)Cc1cc2cc(CC)ccc2[nH]c1=O	-1%	-3	-6%	0%	4%	-8%	5%	-9%	2%	-37%
CS(=O)(=O)N1CCCC(C(=O)NCCCN2CCOCC2)C1 (stereo not drawn)	2%	-1	-2%	12%	-5%	6%	3%	-8%	4%	-17%
Clc1cccc(Oc2cnns2)c1Cl	2%	12	12%	-6%	-9%	-1%	-2%	0%	0%	-25%
Cn1cccc1C1Nc2ccccc2NC2=C1C(=O)CC(C)(C)C2 (stereo not drawn)	-1%	4	18%	-12%	0%	4%	-1%	-3%	4%	27%
COc1ccc(C(=O)N/C(=C/c2cccs2)c2nc3ccccc3[nH]2)cc1OC	-8%	8	?	5%	1%[46.1 µM]	35%	8%	-1%	-5%	20%
COc1ccccc1NC(=O)CNC(=O)Cn1cnc2sc(C)c(C)c2c1=O	0%	4	-4%	/	-1%	-1%	2%	-8%	-16%	-22%
CC(=O)c1ccc(OC(C)C)c(CSC(=N)N)c1	-1%	-4	9%	1%	-1%	5%	28%	-3%	-2%	18%
CC(NC(=O)c1ccco1)C(=O)N1CCN(S(=O)(=O)c2ccccc2C#N)CC1 (stereo not drawn)	2%	-14	/	/	-10%	2%	/	-3%	1%	21%
COc1ccc(NC(=O)CSc2nnc(-c3ccccn3)n2N)c(OC)c1	1%	10	2%	9%	6%	3%	2%	-7%	-3%	5%
COc1ccc(C(=O)N2CCN(c3cnn(-c4ccccc4)c(=O)c3Cl)CC2)cc1	-12%	-13	25%	-7%	-3%	2%	12%	-3%	5%	2%
COc1ccc(OC)c(NC(=O)CN(c2ccc(C(C)C)cc2)S(=O)(=O)c2c(C)noc2C)c1	2%	-16	-3%	0%[11.7 µM]	-2%	-6%	-7%	-2%	20%	11%
C[N+](C)(C)C/C=C1/COCO1	0%	-8	8%	15%	5%	-1%	0%	-3%	0%	9%
COCCSc1ccccc1C(=O)Nc1nnc(C)s1	0%	0	-4%	8%	0%	-1%	-1%	1%	-5%	4%
CN(C(=O)COc1ccccc1C(=O)NCc1ccccc1)C1CCS(=O)(=O)C1 (stereo not drawn)	15%	26	/	/	-1%	1%	/	-1%	11%	8%
CCOc1ccc(S(=O)(=O)NC(C)C(=O)NCc2ccccn2)cc1 (stereo not drawn)	-3%	5	4%	2%	1%	9%	-7%	2%	-8%	-31%
O=C(N/N=C/c1ccc[nH]1)c1cccc([N+](=O)[O-])c1	-4%	-1	?	0%	-3%[46.1 µM]	-1%	-10%	2%	-10%	46%
CC1(C)C(=O)Nc2ccccc2N1C(=O)COC(=O)Cc1ccc(Cl)c(Cl)c1	/	5	/	/	/	-3%	/	-4%	2%	?
CCOC(=O)C(NC(=O)Nc1ccc(O)cc1)(c1ccccc1)C(F)(F)F (stereo not drawn)	-1%	3	16%	2%	0%[46.1 µM]	-8%	24%	-3%	0%	-5%
Cn1cccc1C(=O)N1CCN(c2cccc(C(F)(F)F)c2)CC1	4%	-5	3%	-1%	-2%	-1%	-7%	-6%	0%	18%
Cc1ccc2c(c1)c(/C=C/c1cc[n+](C)cc1)c(C)n2C	5%	-28	?	6%	4%	?	?	?	-1%	-50%[inhibitor]
CC1(C)CC2CC(C)(CN2C(=O)COC(=O)Cn2[nH]c(=O)c3ccccc3c2=O)C1 (stereo not drawn)	-7%	-7	11%	-2%	/	0%	-4%	-6%	2%	19%
O=C(c1ccc(S(=O)(=O)Nc2cccc(C(F)(F)F)c2)cc1)N1CCOCC1	0%	11	-1%	/	-4%	0%	19%	-3%	3%	2%
CCOC(=O)N1CCN(c2nc(SC)nc3sc4c(c23)CC(C)(C)OC4)CC1	5%	1	?	0%	4%	11%	-3%	-3%	-1%	-14%
CCc1nc2oc3ccccc3c(=O)c2c(=O)n1-c1ccc(C)cc1	16%	-8	0%	/	3%	-5%	19%	-3%	7%	-45%[inhibitor]
COc1ccc([N+](=O)[O-])c(O)c1C(C)=O	/	/	/	/	5%	0%	/	-13%	/	2%
CCCCn1c(N)c(N(CCOC)C(=O)c2nn(CC)c(=O)c3ccccc23)c(=O)[nH]c1=O	1%	10	/	/	1%	/	/	-3%	9%	29%
CCCCN(CCCC)S(=O)(=O)c1ccc2oc(C(=O)N3CCOCC3)c(C)c2c1	1%	-7	0%	4%	-1%	-8%	8%	-2%	5%	-4%[7.66 µM]
CC(C)/C=C/C(=O)N1CCC(N2CCC(C(=O)NCc3ccccn3)CC2)CC1	-1%	-6	-1%	/	-1%	17%	-15%	-4%	-9%	?
COC(=O)c1ccccc1NC(=O)CNc1ccc(F)c(S(=O)(=O)N2CCOCC2)c1	-5%	-6	/	/	-1%	-1%	/	-2%	22%	-32%
Cc1ccc(C)c(OCCCNC2CCCC2)c1C	12%	40	-9%	-12%	2%	8%	5%	-2%	5%	-68%[inhibitor]
NS(=O)(=O)c1cc(C(=O)OCC(=O)NNC(=O)c2ccccc2)ccc1Cl	-5%	-2	/	/	0%	5%	/	-1%	0%	13%
CCc1ccc(NC(=O)C[n+]2cc(-c3ccc(C)cc3)n3c2CCC3)cc1	9%	-1	-15%	/	-8%	0%	5%	-3%	13%	-26%
Cc1cc(Nc2ccc(Cl)cc2)nc(NCc2ccccc2)n1	-20%	-8	6%	19%	2%[46.1 µM]	?	2%	-1%	-5%	-48%[inhibitor]
CC(=O)c1ccc(N2CCN(C(=O)c3ccccc3SCC(=O)NCc3ccco3)CC2)c(F)c1	/	/	/	/	9%	11%	/	-1%	/	-13%

For reference, 4 of the compounds above.
SMILES	Mito fusion act	TSHR antagonist	MBNL1 CUG block	Menin MLL FP TR	TCR act	S-ASM inh	CXXC DNA block	PTAP TSG101 blk	A-T KAP1 phos	Integrin act MD
NS(=O)(=O)c1cc(C(=O)OCC(=O)NNC(=O)c2ccccc2)ccc1Cl	-5%	-2	/	/	0%	5%	/	-1%	0%	13%
CCc1ccc(NC(=O)C[n+]2cc(-c3ccc(C)cc3)n3c2CCC3)cc1	9%	-1	-15%	/	-8%	0%	5%	-3%	13%	-26%
Cc1cc(Nc2ccc(Cl)cc2)nc(NCc2ccccc2)n1	-20%	-8	6%	19%	2%[46.1 µM]	?	2%	-1%	-5%	-48%[inhibitor]
CC(=O)c1ccc(N2CCN(C(=O)c3ccccc3SCC(=O)NCc3ccco3)CC2)c(F)c1	/	/	/	/	9%	11%	/	-1%	/	-13%
